HT1080-NT tox – kills 2HG-producing HT-1080-NT fibrosarcoma cells | HT-1080-NT fibrosarcoma viability, CellTiter-Glo ATP luminescence, 48 h | Potency, µM (doses to about 46.1 µM), inactives show top-dose activity, negative = less viability, hits mostly cytotoxic | 360,000 compounds, 1.6% hits;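 also: NT is the 2HG producing partner of a matched IDH1 knockdown line; 0% = DMSO-treated cells and -100% = media-only wells without cells; nearly all actives have a fitted effect of over 55% in size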
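Viability of the 2HG-overproducing fibrosarcoma line after 48 hours of compound exposure at 37 degrees C was determined by luminescence with CellTiter-Glo, and concentration-effect curves were then fitted and categorized.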
GLP-1R agonist – activates the human GLP-1 receptor; AID 624172; 380,000 compounds, 0.007% hits; P43220; HEK293 GLP-1R CRE-luciferase, luminescence, 4-6 h; cells express a hypersensitive GLP-1R form; Potency, µM (series often up to 45.6 µM), for inactives: at the highest dose activation, hits mostly activators; also: % of control where 0% means no effect
Target sequence (P43220 whole entry, looked up): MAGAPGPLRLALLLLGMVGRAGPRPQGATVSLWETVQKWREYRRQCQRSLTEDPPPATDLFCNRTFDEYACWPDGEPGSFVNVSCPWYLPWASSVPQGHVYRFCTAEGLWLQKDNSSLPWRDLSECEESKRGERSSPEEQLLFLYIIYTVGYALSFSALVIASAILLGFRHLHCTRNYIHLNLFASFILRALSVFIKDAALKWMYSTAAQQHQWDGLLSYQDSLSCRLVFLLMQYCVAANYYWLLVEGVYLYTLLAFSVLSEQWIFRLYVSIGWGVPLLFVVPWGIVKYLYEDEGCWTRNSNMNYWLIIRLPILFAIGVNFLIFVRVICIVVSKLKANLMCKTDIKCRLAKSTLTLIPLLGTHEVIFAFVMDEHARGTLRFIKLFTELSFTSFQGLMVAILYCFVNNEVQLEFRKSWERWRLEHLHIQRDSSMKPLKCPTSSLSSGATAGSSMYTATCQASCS
KB-V1 MDR tox – KB-V1 MDR subline cytotoxicity; KB-V1 MDR cells viability, CellTiter-Glo, 72 h; Potency, µM (highest dose often 46.1 µM), for inactives: at the highest dose activity change, negative = cytotoxicity, most hits filed as cytotoxic; 400,000 compounds, 3.4% hits; also: % is scaled to controls: 0 for no effect and ±100 for the full control effect; nearly all actives have a fitted effect of over 60% in size
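Cytotoxicity toward P-gp-expressing KB-V1 cells was determined as loss of CellTiter-Glo luminescence after 72 h at 37 degrees C. Compounds were tested in quantitative HTS format across a concentration range, with curves fitted to normalized data.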
HT1080 IDH1KD tx – kills HT-1080 cells with IDH1 knockdown. HT-1080 IDH1 knockdown viability, ATP luminescence, 48 h. Potency, µM (highest dose often 46.1 µM), for inactives: at the highest dose activity, negative = toxicity, most hits filed as cytotoxic. 360,000 compounds, 2% hits;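 also: 0% = DMSO wells and -100% = cell-free medium wells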
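Luminescent ATP read-out (CellTiter-Glo, 10 min at room temperature) after 48 h compound exposure at 37 °C gave viability of IDH1-knockdown HT-1080 cells. Activity was normalised to DMSO and cell-free wells, then fitted as concentration-response curves.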
SW480 rerep – DNA re-replication induction in SW480 cells; SW480 DNA re-replication, Hoechst DNA content imaging, 48 h; Potency, µM (highest dose often 46.1 µM), for inactives: at the highest dose re-replication activation, hits mostly activators; 340,000 compounds, 1.8% hits; AID 624297; also: % of control where 0% means no effect; nearly all actives have a fitted effect of over 55% in size
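First, 250 cells per well were seeded. Next, compound or vehicle (23 nL) was pinned in, plates sat 48 hr at 37 C. Finally Hoechst was added for 40 min before fluorescence scanning.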
GLP-1R inv ag – inverse agonists of human GLP-1 receptor; P43220; HEK293 GLP-1R CRE-luciferase, luminescence, 24 h; GLP-1R form is constitutively active; Potency, µM (series often up to 38.3 µM), inactives show at the highest dose activity change, negative = inhibition, actives largely listed as inhibitors; 410,000 compounds, 1.6% hits; AID 624417; also: % is scaled to controls: 0 for no effect and ±100 for the full control effect; nearly all actives have a fitted effect of over 55% in size
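Constitutively active GLP-1R drives a cAMP-responsive luciferase in stably transfected HEK293 cells; test compounds are added after overnight (12 h) attachment and left 24 hr, and signal loss in luminescence marks inhibition.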
GLP1R cytotox – cytotoxicity in counter-screen for GLP-1R inverse agonists; HEK293 cAMP-luciferase reporter cells, luminescence, 24 h; Potency, µM (highest dose often 38.3 µM), for the others: at the top dose activity change, negative = inhibition, actives largely listed as inhibitors; 410,000 compounds, 0.13% hits; AID 624418;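 also: loss of luciferase light is scored as toxicity; % is scaled to controls: 0 for no effect and ±100 for the full control effect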
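1536-well qHTS counterscreen of the MLSMR; 200 cells/uL, 12 h pre-incubation, 23 nL cpd, 24 h at 37 deg C 5% CO2, luciferase detection reagent, 12 min RT, luminescence. Inhibition = undesired.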
KB-3-1 cytotox – kills parental KB-3-1 adenocarcinoma cells. KB-3-1 viability, CellTiter-Glo ATP luminescence, 72 h. Potency, µM (series often up to 46.1 µM), for the others: at the highest dose activity change, negative = cytotoxic, actives largely listed as cytotoxic. 400,000 compounds, 1.4% hits. AID 1347075; also: % is scaled to controls: 0 for no effect and ±100 for the full control effect; nearly all actives have a fitted effect of over 60% in size
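72 h, 37 °C compound treatment of KB-3-1 parental cells; CellTiter-Glo added, 10 min, luminescence read. Data corrected against DMSO-only plates and normalized before curve fitting.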
TDP-43 yeast inh – TDP-43 toxicity inhibition in yeast. TDP-43 expressing yeast growth rescue, BacTiter-Glo, 24 h. Potency, µM (doses to about 46.1 µM), without a hit: at the top dose growth rescue (activation), hits mostly activators. 410,000 compounds, 1.8% hits. AID 652104; also: % of control where 0% means no effect; nearly all actives have a fitted effect of over 50% in size
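In this qHTS, compounds that restore growth of yeast expressing TDP-43 appear as activators. Cells (OD600=0.02, galactose medium, raffinose-pregrown) are incubated with compound 24 hr at 30 deg C and growth is quantified by BacTiter-Glo.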
Active calls of the source: *; ? = inconclusive; . = not tested or not shown; & = joins results of further samples; [ ] = another dose, or the depositor's remark. Calls follow the shape of the dose curve; as a rule, active = well fitted curve in the direction sought with a large enough effect; inconclusive = small, poorly fitted or top-dose-only effect, or another doubt; inactive = no such curve, though single readings can be large; an effect the other way counts as inactive or inconclusive. Potency is read from the fitted curve at half-maximal effect.

SMILES	HT1080-NT tox	GLP-1R agonist	KB-V1 MDR tox	HT1080 IDH1KD tx	SW480 rerep	GLP-1R inv ag	GLP1R cytotox	KB-3-1 cytotox	TDP-43 yeast inh
CCCCn1c(-c2csc(CCC)c2)n[nH]c1=S	22%	3%	14%	11%	-9%	3%	-20%	6%	-10%[9.22 µM]
O=C(COc1ccc(Cl)cc1)NCCN1CCCC1	9%	3%	6%	14%	1%	-14%	-9%	10%	8%
CCCC(=O)OCC(=O)c1[nH]c(C)c(C(C)=O)c1C	14%	5%	-12%	12%	1%	3%	9%	1%	-2%
CCOC(=O)c1ccc(S(=O)(=O)N2CCC(N3CCCCCC3)CC2)cc1	5%	0%	1%	4%	.	3%	-34%	4%	5%
Cc1ccc(C(=O)N/N=C(/CC(=O)c2cccs2)C(F)(F)F)cc1	26µM*	3%	?	?	-3%	?	?	?	4%
COc1ccc(N2CCN(C(=O)c3c(Cl)cnn3C)CC2)cc1	1%	-7%	-7%	11%	-3%	6%	0%	19%	?
CC(=O)Nc1nc(-c2ccc(Cl)cc2)ns1	3%	0%	0%	7%	-264%[inhibitor]	-12%	-7%	0%	13µM*
CN(C)C(=O)N1CCC(C(=O)NCc2ccc3c(c2)OCO3)CC1	10%	-10%	-1%	26%	-12%	12%	9%	4%	-7%
O=C(COC(=O)c1cc([N+](=O)[O-])ccc1N1CCOCC1)Nc1ccccc1OC(F)F	-1%	18%	?	-9%	?	68%[activator]	-8%	-6%	-17%
CCc1nn(CC(=O)NCCCN(Cc2ccccc2)C(C)C)c(=O)c2cc3sccc3n12	-1%	2%	?	1%	-3%	1%	11%	7%	-18%
CN(C1CCCCC1)S(=O)(=O)c1ccc2c(c1)c(=O)c(C(=O)N1CCN(c3ccccc3)CC1)cn2C	.	.	?	.	.	8%	-6%	15%	18%
O=C(CN1C(=O)c2ccccc2C1=O)NC1CCC(O)CC1 (stereo not drawn)	7%	-1%	4%	3%	-4%	13%	-9%	5%	16%
CN1C(=O)c2cccc3c(S(=O)(=O)Nc4cccc(C(=O)O)c4)ccc1c23	.	.	6%	.	.	-2%	-7%	3%	11%
Cc1ccc2cc3cc(C(=O)N(CC(=O)NC4CCCC4)c4cccc(C)c4C)sc3nc2c1	2%	1%	-22%	12%	24%	-1%	-10%	-3%	-12%
C=C1C(=O)[C@]23C[C@H]1CC[C@H]2[C@]1(C)[C@@H](OC(C)=O)CC[C@@](C)(C(=O)O)[C@H]1C[C@@H]3OC(C)=O	6.5µM*	-1%	14%	6.5µM*	.	?	-22%	?	?
CN(C)S(=O)(=O)c1cccc(NC(=O)COC(=O)c2cccnc2Cl)c1	9%	13%	-1%	1%	-15%	3%	1%	10%	-1%
c1cncc(Nc2c3ccccc3nc3ccccc23)c1	?	14%	?	?	5%	?	?	?	6%
O=S(=O)(c1ccc(F)cc1)N1CCN(c2ncccn2)CC1	6%	-2%	-5%	-1%	4%	-15%	-10%	-1%	5%
C/C=C1\NC(=O)[C@H](C)NC(=O)[C@@H](NC(=O)[C@@H](Cc2ccc(O)cc2)NC(=O)[C@@H](NC(=O)/C(C)=C/C)C(C)C)[C@@H](C)OC(=O)[C@H](CCCCc2ccc(O)cc2)NC(=O)[C@@H](CCC(=O)O)NC1=O	1%	3%	0%	13%	-41%[inhibitor]	5%	-13%	0%	14%
CC1(C)OC(=O)C(=CNCC(=O)NCC(=O)O)C(=O)O1	-3%	0%	6%	0%	16%	-9%	16%	-13%	-20%
O=C(Cc1cccs1)N1CCC(c2nc3c(nnn3Cc3ccccc3)c(=O)[nH]2)CC1	-2%	-1%	7%	-24%	-3%	20%	1%	4%	-12%
CC1(C)S[C@@H]2[C@H](NC(=O)COc3ccccc3)C(=O)N2C1C(=O)OCc1ccccc1 (stereo partly drawn)	7%	-3%	-2%&0%	7%	1%	-6%	-11%	0%&13%	?
NC(=O)CSc1nnc(-c2cnccn2)n1-c1ccccc1	9%	2%	3%	9%	-3%	47%[activator]	6%	15%	-4%
O=C(Nc1cccs1)Nc1ccccc1Br	6%	-3%	-21%	4%	-3%	?	3%	-19%	26%

Three compounds picked at random from the list so far:
SMILES	HT1080-NT tox	GLP-1R agonist	KB-V1 MDR tox	HT1080 IDH1KD tx	SW480 rerep	GLP-1R inv ag	GLP1R cytotox	KB-3-1 cytotox	TDP-43 yeast inh
CC1(C)OC(=O)C(=CNCC(=O)NCC(=O)O)C(=O)O1	-3%	0%	6%	0%	16%	-9%	16%	-13%	-20%
Cc1ccc2cc3cc(C(=O)N(CC(=O)NC4CCCC4)c4cccc(C)c4C)sc3nc2c1	2%	1%	-22%	12%	24%	-1%	-10%	-3%	-12%
C=C1C(=O)[C@]23C[C@H]1CC[C@H]2[C@]1(C)[C@@H](OC(C)=O)CC[C@@](C)(C(=O)O)[C@H]1C[C@@H]3OC(C)=O	6.5µM*	-1%	14%	6.5µM*	.	?	-22%	?	?

Only GLP-1R inv ag and KB-V1 MDR tox, for some of the entries so far:
molecule	GLP-1R inv ag	KB-V1 MDR tox
c1cncc(Nc2c3ccccc3nc3ccccc23)c1	?	?
O=C(Nc1cccs1)Nc1ccccc1Br	?	-21%
NC(=O)CSc1nnc(-c2cnccn2)n1-c1ccccc1	47%[activator]	3%

(listing goes on)
SMILES	HT1080-NT tox	GLP-1R agonist	KB-V1 MDR tox	HT1080 IDH1KD tx	SW480 rerep	GLP-1R inv ag	GLP1R cytotox	KB-3-1 cytotox	TDP-43 yeast inh
CC1=C(C(=O)N(C)C)C(c2ccc(C)s2)NC(=S)N1 (stereo not drawn)	6%	4%	2%	9%	-8%	-22%	-20%	0%	-3%
Cc1cc(C(=O)OCC(=O)NCc2ccc(Cl)cc2)c(C)o1	0%	-7%	-7%	3%	?	7%	-4%	-22%	3%
CC(=O)c1cccc(NC(=O)c2c(F)c(F)c(F)c(F)c2F)c1	-2%	-25%	-8%	-8%	-5%	-9%	12%	-1%	29%
COc1ccc(C(=O)c2ccc(N3CCOCC3)c([N+](=O)[O-])c2)cc1	0%	14%	?	-4%	16%	-22%	13%	-21%	27%
Cc1cc(C)cc(CC(=O)N2CCC2(C)C(=O)NS(=O)(=O)c2ccccc2Cl)c1 (stereo not drawn)	17%	-3%	2%	17%	.	11%	4%	0%	?
Cc1ccc(-c2nnc(SCc3cccc(C#N)c3)o2)cc1	.	1%	16%	.	.	10%	1%	8%	?
CCN(CC)S(=O)(=O)c1cccc(NC(=O)c2ccc(Sc3nncn3C)c([N+](=O)[O-])c2)c1	5%	-1%	13%	1%	-6%	-15%	-43%	-5%	18%
O=C(c1cccs1)N(C(=O)c1cccs1)c1ccc(Br)cn1	?	-13%	?	?	-13%	-16%	-15%	0%	17%
Cc1cnc([N+](=O)[O-])n1CCOC(=O)NC(=O)c1ccccc1	3%	0%	1%	1%	1%	11%	1%	12%	18%
Cc1ccc2[nH]cc(C(=O)CN3CCC4(CC3)OCCO4)c2c1	-11%	6%	-11%	-14%	-4%	-27%	?	-1%	-7%
CCCCNC(=O)c1c(C)oc2ncn(CC(C)C)c(=O)c12	.	.	5%	.	.	-26%	3%	14%	?
O=C(O)C1CCCCN1C(=O)c1ccc(S(=O)(=O)N2CCCCCC2)cc1 (stereo not drawn)	11%	1%	0%	18%	2%	9%	-18%	3%	-11%
O=C(O)c1cccc(C(=O)O)c1	6%	0%	15%	8%	4%	7%	-2%	0%	?
COc1ccc([N+](=O)[O-])cc1NC1C2CC3CC(C2)CC1C3 (stereo not drawn)	0%	1%	2%	0%	1%	0%	0%	-1%	-2%
Cn1c2ccccc2c(=O)c2cc(C#Cc3ccsc3)ccc21	12%	3%	3%	20%	-6%	11%	1%	6%	18%
CC1(C(=O)Nc2ccc3c(c2)OCO3)CCN1C(=O)CCc1cccs1 (stereo not drawn)	8%	-6%	4%	8%	.	6%	0%	0%	4%
O=C1CC(NNc2nc3ccccc3s2)C(=O)N1c1ccc(F)cc1 (stereo not drawn)	-2%	11%	-4%	-3%	-7%	-21%	-13%	1%	-18%
Cc1cc(=O)n(Cc2ccco2)c(=S)[nH]1	0%	4%	9%	1%	.	-2%	-31%	-9%	17%
Cn1c2ccccc2c2cc([N+](=O)[O-])ccc21	?	6%	?	-16%	-7%	-13%	-21%	-6%	?
O=C(NCc1cc(C(F)(F)F)cc(C(F)(F)F)c1)C1CC(c2cccc(F)c2)=NO1 (stereo not drawn)	-9%	9%	?	-7%	18%	2%	5%	0%	-3%
O=C(O)c1ccc(S(=O)(=O)N2CCC(n3nnc4cc(C(F)(F)F)ccc43)CC2)cc1	-21%	-3%	8%	-23%	-14%	13%	-6%	22%	18%
CCN1CCN(CCCNC(=O)c2ccc(/C=C3/Oc4ccccc4N(Cc4cccc(C)c4)C3=O)cc2)CC1	-3%	-4%	-12%	-2%	2.6µM*	?	26%	-8%	5%
COc1ccc(C(=O)n2cnnc2N)cc1	12%	-11%	20%	10%	-1%	3%	10%	6%	3%
COc1ccc(/C=C/C(=O)Nc2ccc(NC(C)=O)cc2)cc1S(=O)(=O)N1CCOCC1	?	-1%	3%	?	?	43%	-3%	-3%	-12%
CS(=O)(=O)c1ccc2nnn(OCC(=O)Nc3ccc(Br)cc3Br)c2c1	?	4%	3%	?	?	10µM*	-6%	8%	-4%
CCc1nnc(NC(=O)CSc2nc(C)cc(C)c2C#N)s1	2%	-1%	-12%	2%	20%	4%	55%[activator]	-16%	-12%
Cc1ccc(NC(=O)CN2CCN(S(=O)(=O)c3cccs3)CC2)cc1S(=O)(=O)N(C)C	6%	2%	-28%	-1%	-5%	?	0%	-1%	0%[9.22 µM]
CCC(c1nnnn1-c1ccc2c(c1)OCCO2)N1CCN(c2ccc(C(F)(F)F)cn2)CC1 (stereo not drawn)	-27%	7%	?	?	.	?	-2%	?	22µM*
CCOC(OCC)c1ccc(/C=C\c2nccc(N)n2)cc1	-3%	10%	12%	2%	-1%	7%	-13%	?	17%
CCc1ccccc1-n1nnnc1SCC(=O)Nc1ccc(N2CCN(C)CC2)cc1	-7%	7%	2%	0%	-1%	1.8µM*	-8%	-7%	2%

Screening results deposited in PubChem by National Center for Advancing Translational Sciences (NCATS).
